High-throughput results from PubChem.
TWEAK-Fn14 inh: inhibitors of TWEAK-Fn14 signaling, primary screen, luciferase reporter cells, uHTS; TWEAK-stimulated Fn14 reporter cells, luciferase luminescence, 8 h; inhibition, % at 10 µM; hit rate 2% among 360,000; AID 1159606, 2016; in the data active = inhibition above about 50%
Shn3 inh set2: reduction of Shn3 3'UTR firefly luciferase signal, primary screen, Schnurri-3 inhibitor project, cell-based, Clone20 osteoblasts, set 2. Clone20 osteoblast Shn3 3'UTR firefly luciferase, 24 h. AID 588674, 2011. hit rate 0.52% among 360,000. inhibition, % at 12.5 µM;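 active = mean inhibition of at least 75% with every replicate also reaching 75%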;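 note: 0% = median of neutral control wells and 100% = pilot-screen positive control compound; some compounds past the cut are filed as inactive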
TRPM1 prom inh: inhibitors of MITF-dependent TRPM1 promoter reporter, primary screen, cell-based, SK-MEL-5, single point, luciferase. SK-MEL-5 TRPM1 promoter luciferase, 24 h. inhibition, % at 12.5 µM. hit rate 0.83% among 330,000;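 active = mean inhibition across replicates of 60% or more, whatever share of single replicates reaches that level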; note: values of inactives mirror those of a sister screen read the other way
HIF-2a inh: HIF-2a reporter inhibitors, primary screen, luminescence, 786-0 RCC cells. 786-0 RCC cells HIF-2a reporter, luciferase luminescence, overnight. hit rate 0.72% among 360,000. inhibition, % at 18.8 µM;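 active = inhibition of the luminescence signal of 40% or more relative to plate controls, in a single-dose primary screen at 18.75 µM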
KKLEB cytotox: cytotoxicity in KKLEB CF airway cells, primary screen, cytotoxicity control for CF NF-kB inhibitor project, cell-based, uHTS, fluorescence assay plates; activity change (cytotoxicity), % at 5 µM; hit rate 0.36% among 360,000; KKLEB CF airway cells viability, ATPlite luminescence, overnight; active compounds read low; cells stimulated with P. aeruginosa culture filtrate;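 active = corrected activity change at or below -50% at 5 µM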
aDG glyco act: activators of alpha-DG glycosylation, primary screen, uHTS, Pro5-aDG cells, AlphaScreen; hit rate 0.22% among 360,000; activation, % at 10 µM; AID 624168, 2012; alpha-DG glycosylation AlphaScreen (IIH6); 0% Pro5, 100% B10-LARGE cell signal;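 active = activation of at least 8% versus controls, or a plate z-score of at least 8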;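 note: Pro5 are CHO cells carrying HIG-tagged alpha-DG that lacks glycosylation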
CF NFkB inh: inhibitors of PAF-induced NF-kB signaling, primary screen, cell-based, GFP fluorescence, uHTS. KKLEB NF-kB-GFP reporter, GFP fluorescence overnight. inhibition, % at 5 µM. hit rate 0.86% among 360,000. AID 588850, 2011;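 active = at least 50% inhibition at 5 µM, scaled per plate between neutral and stimulator controls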;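 note: PAF is a Pseudomonas aeruginosa culture filtrate used as stimulus; plate controls were PAF-stimulated DMSO wells for no effect and unstimulated DMSO wells for full effect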
hiPSC survival: enhancers of single-cell hiPSC survival, primary screen, ATPlite luminescence; 100% = ROCK inhibitor wells, 0% = DMSO; survival enhancement, % at 20 µM; hit rate 0.044% among 360,000; in the data active = survival enhancement above about 18%;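 note: cells exposed to compounds for 16 hours before the ATP read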
Peg3 promoter: Peg3 promoter-driven luciferase inhibitors, primary screen, cell-based, HeLa, luciferase luminescence; hit rate 1.7% among 360,000; HeLa PEG-Prom luciferase reporter, overnight; inhibition, % at 20 µM;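 active = inhibition of at least 50% at 20 µM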
NR2E3 ag-1: NR2E3 agonists in two-hybrid cells, primary screen, cell-based, luminescence, CHO-S, Gal4-NCOR/VP16-NR2E3 | hit rate 0.35% among 360,000 | AID 602229, 2012 | luciferase | inhibition of corepressor binding, % at 3.98 µM | Photoreceptor-specific nuclear receptor (Homo sapiens), Q9Y5X4;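 active = inhibition above the mean of all tested compounds plus 3 SD, cut at about 70% in these data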;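 note: 0% = DMSO with NR2E3 transfected cells and 100% = cells lacking NR2E3 construct; higher means lower luciferase signal from less NR2E3 corepressor binding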
Target sequence (Q9Y5X4 whole entry, looked up, the tested form may be a part): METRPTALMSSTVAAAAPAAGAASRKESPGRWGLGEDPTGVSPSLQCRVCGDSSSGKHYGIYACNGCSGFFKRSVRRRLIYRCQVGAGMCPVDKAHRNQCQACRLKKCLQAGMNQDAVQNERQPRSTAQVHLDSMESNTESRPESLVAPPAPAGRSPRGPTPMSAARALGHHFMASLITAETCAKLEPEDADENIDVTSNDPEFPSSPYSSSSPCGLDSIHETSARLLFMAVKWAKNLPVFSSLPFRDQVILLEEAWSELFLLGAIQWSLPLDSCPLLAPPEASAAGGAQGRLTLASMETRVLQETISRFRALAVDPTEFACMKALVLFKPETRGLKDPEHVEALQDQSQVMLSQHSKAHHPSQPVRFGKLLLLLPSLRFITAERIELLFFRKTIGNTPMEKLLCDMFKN
NR2E3 ag-2: inhibitors of NR2E3-RetCOR corepressor binding, primary screen, NR2E3 agonist project, biochemical, TR-FRET, GST-NR2E3, biotin-RetCOR; hit rate 0.12% among 320,000; inhibition of corepressor binding, % at 4.78 µM; 1536-well; Photoreceptor-specific nuclear receptor (Homo sapiens), Q9Y5X4; AID 2300, 2010;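 active = percent inhibition above the cutoff of mean plus 3 SD of all tested compounds, set per screening campaign, cut at about 20% in these data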;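 note: 0% = DMSO wells and 100% = biotin wells as full block of FRET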
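Test system: GST-NR2E3 and biotin-RetCOR proteins | Quantity: 1.35 nM GST-tagged NR2E3 final | Medium: Tris pH 7.5 | Also added: 7 nM biotin-RetCOR | Dosing: Compound at 4.8 µM, single dose | Timing: 5 h at 4 °C | Detection: Time-resolved FRET | Read-out basis: Percent inhibition | Benchmarks: Biotin wells as high control, 0.6% DMSO wells as low control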
* marks the source's active call; other numbers are inactive results; x = not tested or not shown.

SMILES	TWEAK-Fn14 inh	Shn3 inh set2	TRPM1 prom inh	HIF-2a inh	KKLEB cytotox	aDG glyco act	CF NFkB inh	hiPSC survival	Peg3 promoter	NR2E3 ag-1	NR2E3 ag-2
Cc1ccc(C)c(Cn2c3ccccc3c3cnn(CC(=O)NCCN4CCOCC4)c(=O)c32)c1	41	14	7	15	-2	0.0	0	-0.1	13	10	0
O=S(=O)(Cc1ccccc1)N1CCCC1	-9	-8	5	-2	6	-0.2	-6	-0.8	6	-18	3
Cc1cc(C)n(CCNC(=O)CC2C(=O)NCCN2CC2CCCCC2)n1 (stereo not drawn)	-8	-13	-2	10	10	0.0	4	-2.7	0	4	1
Cc1onc(-c2ccccc2Cl)c1C(=O)N1CCN(S(=O)(=O)c2ccc(F)c(F)c2)CC1	1	18	-5	-4	0	0.1	8	-0.2	6	-5	0
CC(C)c1nnc(NC(=O)CSc2nc3ccccc3[nH]2)s1	-17	-12	-9	-50	5	1.0	-2	0.2	0	-17	3
OC(c1ccc(Cl)cc1)c1nccc2ccccc12 (stereo not drawn)	-5	-24	1	-41	0	0.0	2	-0.7	-13	-31	-1
Cc1ccc(Cn2ncc3c(N4CCN(C)CC4)ncnc32)cc1	13	8	-6	5	-12	-0.4	6	-0.3	17	-4	2
O=C(CSc1nc2ccccc2n1-c1ccccc1)Nc1ncc(Cl)cc1Cl	-33	13	-5	7	12	0.1	2	1.5	11	-1	1
O=C(COc1ccccc1)Nc1ccc(S(=O)(=O)NCc2ccco2)cc1	-2	-5	-4	15	17	0.1	-5	2.5	13	-3	2
CCn1c(SCC(=O)Nc2cc(NC(C)=O)ccc2OC)nnc1-c1ccccn1	1	-3	0	12	16	0.2	-16	1.1	17	-12	2
O=C(CN1CCOCC1)Nc1c2c(nc3c1CCC3)CCC2	-4	20	14	6	-7	-0.1	8	-1.4	6	-11	0
O=C(NCC(c1cccnc1)N1CCN(c2ccc(F)cc2)CC1)c1ccc(F)cc1 (stereo not drawn)	14	19	7	7	-3	0.2	4	1.8	4	4	2
COC(=O)c1cc(-c2c(C)oc3cc(O)ccc3c2=O)c(C)o1	3	-2	6	3	9	0.4	-15	-1.5	-1	-11	-1
CC1CC(=O)Nc2ccccc2N1S(=O)(=O)c1cccc(F)c1 (stereo not drawn)	10	3	x	8	1	0.1	16	1.5	10	-36	2
O=C(c1ccco1)N1CCN(c2ccc([N+](=O)[O-])cn2)CC1	2	-5	-4	-20	-13	0.2	0	-0.5	-28	-37	2
Cc1ccc(C(=O)N/C(=C/c2cccs2)C(=O)N2CCCCCC2)cc1	2	0	6	-2	7	0.1	-9	-1.8	15	-20	2
O=C(NCc1ccccc1)c1ncn[nH]1	-10	-12	15	11	4	-0.1	-10	0.3	11	14	-3
COc1ccc(CNC(=O)CN(C(=O)c2csnn2)c2cccc(F)c2)cc1	6	-20	3	0	2	0.0	3	-0.6	4	-26	2
C=CCOc1c(CNc2ccc(S(N)(=O)=O)cc2)cccc1OC	13	6	-2	-1	-1	-0.1	1	-3.3	7	9	0
CC(=O)Oc1ccc(C2(C)CC(C)(C)Oc3cc(OC(C)=O)ccc32)c(OC(C)=O)c1 (stereo not drawn)	-14	3	2	32	-13	0.1	12	-0.6	25	-15	0
Cc1ccc(C)c(S(=O)(=O)N2CCN(C(=O)c3sccc3C)CC2)c1	-10	-2	-2	22	-3	-0.2	22	0.5	10	11	-2
COc1ccc(CN(C)C(C)C(=O)NC2CCCc3ccccc32)cc1 (stereo not drawn)	24	4	3	15	-5	0.1	-3	1.3	14	-33	-1
COc1ccccc1OCc1ccc(C(=O)Nc2ccncc2)o1	5	37	17	11	-10	1.9	25	0.0	13	-12	5
Cc1ccc(N(CCC(=O)O)S(=O)(=O)c2ccc(C)cc2)cc1	-8	-10	1	-7	-2	-0.1	3	0.3	0	-17	4
CCOc1ccccc1N1CC(C(=O)NC2CCCCCC2)CC1=O (stereo not drawn)	7	-12	-3	-1	5	-0.1	2	-0.2	-12	-38	x
Cc1nc2ccccc2n1CC(=O)OCC(=O)NCc1ccccc1	48	1	7	11	1	0.2	7	-0.2	11	-3	-1
CCCS(=O)(=O)c1c(S(=O)(=O)CCC)c2c(C)cccn2c1C(=O)OC	-26	4	4	7	1	-0.1	-9	3.3	9	5	-1
N#C/C(=C1/CCCCCN1)c1nnc2n1CCCCC2	-5	-6	7	3	3	-0.1	-1	2.7	2	8	2
Cc1c(NC(=O)c2ccc(S(=O)(=O)N3CCOCC3)cc2)cccc1[N+](=O)[O-]	-5	57	10	9	-6	0.1	-4	0.2	12	-16	0
Cc1ccc(C(=O)COc2ncnc3cc(Cl)ccc23)cc1	-11	-31	x	-109	-21	-0.1	6	-0.5	-126	-18	1
COc1ccc(OCCCC(=O)Nc2cc(Cl)ccc2-n2cncn2)cc1	2	6	11	20	-13	0.0	1	0.6	23	6	3
COc1cc(/C=N/NC(=O)c2cccnc2)cc2c1OCO2	8	-3	-6	3	4	0.1	-6	0.3	20	-12	1
Cc1ccc(C)c(NC(=S)N2CCN(c3ccccn3)CC2)c1	10	-2	2	15	-2	0.3	-9	0.6	14	-14	-1
CCC(=O)c1ccc(OCC(=O)OCC(=O)N2c3ccccc3NC(=O)C2(C)C)cc1	-4	-2	-4	-2	5	0.4	3	0.1	1	-32	7
Cc1ccc(NC(=S)N2CCN(S(=O)(=O)c3ccc(F)cc3)CC2)cc1	12	11	5	14	-3	0.2	2	-0.4	9	15	x
NS(=O)(=O)c1ccc(CNC(=O)/C=C/c2cccc(Cl)c2)cc1	7	-1	7	15	-2	-0.1	-8	-0.7	10	-13	0
CCCC(=O)N1CCC1(C)C(=O)NS(=O)(=O)c1cccc(C)c1 (stereo not drawn)	9	-32	x	-1	-9	-0.2	15	-1.7	2	-10	x
COc1cc(Cl)c(C)cc1NC(=O)CSC	3	-15	2	12	6	0.0	-17	0.4	12	-3	-2
CC(NS(=O)(=O)c1ccc(Cl)cc1)C(=O)OCC(=O)c1ccc[nH]1 (stereo not drawn)	-1	-3	-4	-4	-15	0.0	5	-0.3	6	-10	-5
CCOC(=O)C1(Cc2ccc(OC)cc2)CCN(C(=O)c2ccoc2C)CC1	-14	-5	-12	-42	2	-0.5	0	0.8	-19	-28	0

Another view of two compounds above:
smiles | TWEAK-Fn14 inh | Shn3 inh set2 | TRPM1 prom inh | HIF-2a inh | KKLEB cytotox | aDG glyco act | CF NFkB inh | hiPSC survival | Peg3 promoter | NR2E3 ag-1 | NR2E3 ag-2
C=CCOc1c(CNc2ccc(S(N)(=O)=O)cc2)cccc1OC | 13 | 6 | -2 | -1 | -1 | -0.1 | 1 | -3.3 | 7 | 9 | 0
CC(=O)Oc1ccc(C2(C)CC(C)(C)Oc3cc(OC(C)=O)ccc32)c(OC(C)=O)c1 (stereo not drawn) | -14 | 3 | 2 | 32 | -13 | 0.1 | 12 | -0.6 | 25 | -15 | 0

Later entries.
SMILES	TWEAK-Fn14 inh	Shn3 inh set2	TRPM1 prom inh	HIF-2a inh	KKLEB cytotox	aDG glyco act	CF NFkB inh	hiPSC survival	Peg3 promoter	NR2E3 ag-1	NR2E3 ag-2
CC(OC(=O)c1cc(=O)[nH]c2ccccc12)C(=O)c1ccccc1 (stereo not drawn)	4	-1	1	10	-4	0.6	-15	1.0	5	7	2
CCOc1ccc(CCN2C(=S)N([C@@H](Cc3ccc(O)cc3)CN3CCC[C@@H]3CN3C(=S)NC[C@@H]3Cc3ccccc3)C[C@@H]2Cc2ccccc2)cc1	29	24	x	-10	-22	0.6	20	-1.1	-17	14	x
O=C1COc2ccc(C(=O)/C=C/c3ccccc3)cc2N1	19	-4	6	-127	1	3.1	2	-2.5	20	-12	9
CCC(=NCc1ccc(Cl)c(Cl)c1)c1nc(-c2ccco2)oc1O	18	42	-21	12	2	1.2	-5	1.3	12	-12	1
COC(=O)CCCC1=CC2=C(c3ccccc3)C(=O)C(C)(OC(=O)C3CCCC3)C(=O)C2=CN1CCc1c[nH]c2ccccc12 (stereo not drawn)	2	-1	19	13	-3	-0.1	-10	-1.6	8	-37	-1
CC(C)CC1NC(=O)c2cc3ccccc3cc2-n2c1nc1ccc(F)cc1c2=O (stereo not drawn)	12	19	x	-23	10	-0.4	-52	-1.8	4	-17	x
C#CCOCCOCCOCCNc1nc(N2CCOCC2)nc(N2CCN(C(=O)[C@H](CCC(=O)O)n3cc(C(N)[C@H](C)CC)nn3)CC2)n1 (stereo partly drawn)	-4	-8	-10	8	14	0.1	-2	-1.1	0	-21	-1
COc1cc(SC)ccc1C(=O)Nc1ccc(Cl)cn1	91*	-14	59	53*	-69*	-0.2	-17	-2.2	28	-84	3
CC(=O)N1CC(=O)N(CC(=O)Nc2ccc(Br)cc2)C1=S	7	-15	-4	9	8	-0.1	-14	-0.5	-3	-2	1

Grouped by structure: the entries above containing a furan ring, fused or not.
SMILES	TWEAK-Fn14 inh	Shn3 inh set2	TRPM1 prom inh	HIF-2a inh	KKLEB cytotox	aDG glyco act	CF NFkB inh	hiPSC survival	Peg3 promoter	NR2E3 ag-1	NR2E3 ag-2
O=C(COc1ccccc1)Nc1ccc(S(=O)(=O)NCc2ccco2)cc1	-2	-5	-4	15	17	0.1	-5	2.5	13	-3	2
COC(=O)c1cc(-c2c(C)oc3cc(O)ccc3c2=O)c(C)o1	3	-2	6	3	9	0.4	-15	-1.5	-1	-11	-1
O=C(c1ccco1)N1CCN(c2ccc([N+](=O)[O-])cn2)CC1	2	-5	-4	-20	-13	0.2	0	-0.5	-28	-37	2
COc1ccccc1OCc1ccc(C(=O)Nc2ccncc2)o1	5	37	17	11	-10	1.9	25	0.0	13	-12	5
CCOC(=O)C1(Cc2ccc(OC)cc2)CCN(C(=O)c2ccoc2C)CC1	-14	-5	-12	-42	2	-0.5	0	0.8	-19	-28	0
CCC(=NCc1ccc(Cl)c(Cl)c1)c1nc(-c2ccco2)oc1O	18	42	-21	12	2	1.2	-5	1.3	12	-12	1
